# Assay outcomes from PubChem.
# IEC-6 cytotox: IEC-6 cytotoxicity, counter-screen for KLF5 inhibitors; luminescence viability; inhibition, % at 5 µM; hit rate 0.78% among 290,000; in the data active means inhibition above about 22%;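 further: 0% = plate median of test compound wells and 100% = cytotoxic reference compound wells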
# HSF1 activator: increases HSF-1 driven luciferase reporter signal | NIH3T3-HGL HSF-1 luciferase reporter, MG132, 8 h; 100% = twice DMSO control signal | activation, % at 9 µM | hit rate 1.7% among 300,000 | AID 504408;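 active means mean replicate activation of at least 50% with a set share of replicates each reaching 50%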;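 further: 0% = median of the neutral control wells and 100% = twice that signal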
# PolyA inh: blocks polyadenylation in yeast reporter cells; S. cerevisiae SKY197-pL101 polyadenylation reporter, beta-gal luminescence; efflux-impaired pdr1/pdr3 knockout yeast; score 100 = 6 SD above DMSO; calls only at 12 µM; hit rate 0.02% among 300,000; AID 1875;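 active means lowest replicate activity score at least 50, where 100 means six control SD above control mean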;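 further: yeast exposed to compound for 9 h at 30 °C; higher score means more reporter readthrough which indicates perturbed polyadenylation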
# HSP90 refold inh: inhibitors of HSP90 luciferase refolding in rabbit reticulocyte lysate | luciferase refolding luminescence, 3 h | inhibition, % at 5.6 µM | hit rate 0.91% among 290,000 | AID 1789;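 active means inhibition above the screen-wide mean plus 3 SD, computed separately per campaign, cut at about 16% in these data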;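 further: 0% = DMSO wells and 100% = 60 µM geldanamycin wells; inhibitors lower the luminescence because luciferase stays unfolded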
# GSK3 alpha inh: blocks human GSK-3 alpha kinase. ADP-Glo luminescence, 60 min. hit rate 0.1% among 320,000. inhibition, % at 10 µM. P49840. AID 2650;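 in the data active means inhibition above about 50%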;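 further: GST-tagged GSK-3 alpha with peptide substrate and 25 µM ATP; 0% = DMSO neutral wells and 100% = GW8510 positive control wells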
# Target sequence (P49840 whole entry, looked up): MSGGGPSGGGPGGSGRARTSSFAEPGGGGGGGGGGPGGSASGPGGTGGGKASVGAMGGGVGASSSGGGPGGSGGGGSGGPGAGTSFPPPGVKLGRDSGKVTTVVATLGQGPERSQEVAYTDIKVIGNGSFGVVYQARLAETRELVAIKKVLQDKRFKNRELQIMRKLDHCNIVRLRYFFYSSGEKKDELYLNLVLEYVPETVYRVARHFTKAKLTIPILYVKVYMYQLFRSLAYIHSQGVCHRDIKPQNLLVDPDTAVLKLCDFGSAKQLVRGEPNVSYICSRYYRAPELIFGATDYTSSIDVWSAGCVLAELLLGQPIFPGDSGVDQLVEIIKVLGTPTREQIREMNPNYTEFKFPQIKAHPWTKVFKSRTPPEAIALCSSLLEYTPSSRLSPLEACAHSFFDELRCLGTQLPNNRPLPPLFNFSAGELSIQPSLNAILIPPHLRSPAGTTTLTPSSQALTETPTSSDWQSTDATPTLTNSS
# HSF1 inhib: HSF1 inhibition | NIH3T3-HGL HSE-luciferase, MG132-induced, luminescence 8 h; active compounds read low | activity change, negative = inhibition, % at 7.5 µM (by protocol) | hit rate 0.77% among 300,000 | AID 2098;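 active means more than half of replicate wells show activity change below -50%, luminescence cut by over half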;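 further: luciferase reports HSF-1 transcriptional activity via heat shock element; 0% = median of DMSO wells and -100% = zero luminescence signal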
# KLF5 inh: kruppel-like factor 5 inhibition; DLD-1 KLF5 promoter-luciferase reporter, luminescence; inhibition, % at 5 µM; hit rate 0.23% among 290,000; AID 1700;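 active means inhibition above a per-plate limit of that plate's mean compound inhibition plus 3 SD, cut at about 60% in these data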;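 further: 0% = DMSO wells and 100% = LY294002 at 200 µM; higher means less KLF5 promoter-driven luciferase light; inactives centre near -14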
# GSK3beta inhib: inhibitors of human GSK3beta kinase | GST-GSK3beta kinase, ADP-Glo luminescence, 60 min; active compounds read low | activity score (negative = inhibition), % at 10 µM | AID 2097 | hit rate 0.038% among 300,000 | P49841;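 active means more than half of replicate wells score below -50%, meaning over 50% inhibition versus plate controls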;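 further: 0% = median DMSO wells and -100% = median GW8510 positive control wells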
# Target sequence (P49841 whole entry, looked up): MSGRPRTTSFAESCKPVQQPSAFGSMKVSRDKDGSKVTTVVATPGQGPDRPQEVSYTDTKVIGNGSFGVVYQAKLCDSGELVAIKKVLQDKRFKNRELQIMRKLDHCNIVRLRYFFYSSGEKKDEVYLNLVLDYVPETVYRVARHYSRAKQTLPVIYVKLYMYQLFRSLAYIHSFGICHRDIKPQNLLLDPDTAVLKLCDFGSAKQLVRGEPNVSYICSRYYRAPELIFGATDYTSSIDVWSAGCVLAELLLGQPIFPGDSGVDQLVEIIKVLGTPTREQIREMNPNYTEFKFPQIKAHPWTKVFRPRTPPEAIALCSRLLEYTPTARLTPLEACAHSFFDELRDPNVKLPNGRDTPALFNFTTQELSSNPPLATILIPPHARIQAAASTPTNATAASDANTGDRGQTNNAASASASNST
#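 Test system – GST-tagged human GSK3beta kinase, cell-free · Incubation – 60 min enzyme reaction, room temperature · Signal – ADP-Glo luminescence · Also added – peptide substrate and ATP at 25 µM · Controls – DMSO neutral wells and GW8510 at 20 µM as positive · Buffer or medium – Tris/MgCl2 kinase buffer · Measure – Luminescence-derived activity versus plate DMSO and GW8510 wells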
# aSyn 5UTR inh: 5' untranslated region of α-synuclein, MLPCN primary screen. alpha-synuclein 5'UTR reporter, inhibitor activity. inhibition, % (tested at 7.5 µM). hit rate 0.82% among 300,000; in the data active means inhibition above about 60%;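 further: H4 neuroglioblastoma cells stably carrying SNCA 5'UTR luciferase fusion; 0% = DMSO wells and 100% = positive control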
# AI-2 QS mod: Vibrio harveyi AI-2 quorum sensing modulation; Vibrio harveyi JMH597 AI-2 luminescence/OD600 ratio, 9 h; active compounds read low; strain lacks LuxN and CqsS sensors; 0 = neutral-control median; activity change, % at 7.5 µM; hit rate 0.4% among 300,000; AID 2094; in the data active means activity change below about -75%, passing the limit was not always enough;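 further: luminescence divided by OD600 gain over 9 h not by final OD600 alone; inactives centre near 13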
# Active calls of the source: *; i = inactive; / = not tested or not shown; & = joins results of further samples.
SMILES,IEC-6 cytotox,HSF1 activator,PolyA inh,HSP90 refold inh,GSK3 alpha inh,HSF1 inhib,KLF5 inh,GSK3beta inhib,aSyn 5UTR inh,AI-2 QS mod
COc1ccccc1OC(=O)CCN1c2ccccc2Sc2ccccc21,-5,15,i,3,-2,-5,-2,-5,-3,7
Cc1ccc(C)c(-n2nnnc2SCC(=O)NNC(=O)c2ccco2)c1,5,1,i,5,0,-3,-18,0,17,12
CC1Cc2ccccc2N1C(=O)CSc1nnc(-c2ccc(S(=O)(=O)N3CCOCC3)cc2)n1C (stereo unspecified),-5,20,i,-2,8,0,-13,2,7,12
O=C(NC(=S)Nc1ccc2c(c1)OCCO2)c1ccccc1F,-5,86*,i,-1,-9,23,-116,3,-155,13
COc1ccc(OC)c(C(=O)CSc2nc3ncccc3[nH]2)c1,4,5,i,3,-1,-5,-21,0,16,29
Cc1ccc(OCC(=O)Nc2ccc3c(c2)C(=O)NC3=O)cc1,-4,6,i,-2,1,3,9,-1,-1,17
Cc1cc2cc3c(cc2nc1SCC(=O)OC(C)C)OCO3,0,-23,i,0,/,-8,-44,2,0,20
COc1ccccc1C(=O)NC(=O)COC(=O)c1cnc(C)cn1,/,4,i,/,3,-3,/,1,8,7
CNC(=O)c1cc(C(=O)c2ccc(Cl)cc2)c(Br)[nH]1,3,3,i,2,1,-9,-21,1,-10,14
CCC(C)(C)NC(=O)C(c1cccc(OC)c1OC)N(Cc1ccc(OC)cc1)C(=O)CCC(=O)Nc1cc(C)on1 (stereo unspecified),3,60*,i,1,8,28,-19,-1,-29,7
COC(=O)c1ccc(NC(=O)CN2CCN(c3ccccc3C)CC2)cc1,4,-3,i,2,-2,2,-7,2,7,12
COc1ccc(C2/C(=C(/O)c3ccc(F)cc3)C(=O)C(=O)N2CCCN2CCOCC2)cc1OC (stereo unspecified),-6,14,i,3,-3,1,-12,5,-11,8
CCOC(=O)C1Cc2ccccc2CN1 (stereo unspecified),0,5,i,3,-1,-10,-7,-1,-19,9
COc1ccc(C(=O)Oc2ccc(N(C)S(=O)(=O)c3ccccc3)cc2)cc1[N+](=O)[O-],-4,2,i,-3,-1,-1,-1,1,3,14
COc1cc(OC)cc(C(=O)NCc2ccc3[nH]c(C)cc3c2)c1,5,1,i,4,-3,6,-14,-3,-23,19
O=C(N/C(C(=O)N1CCOCC1)=C(\Sc1ncccn1)c1ccccc1)c1ccccc1,-11,-4,i,-2,-6,-3,-17,-3,-17,23
Cc1cccc(CC(=O)N2CCC(N3CCC(C(=O)N4CCOCC4)CC3)CC2)c1,0,-1,i,51*,0,-8,-24,-1,15,22
COc1ccc2oc(-c3ccccc3)c(C(N)=O)c2c1,3,-28,i,1,-1,-2,-35,0,-13,14
CC(OC(=O)CCCC(=O)Nc1ccccc1)C(=O)c1ccccc1 (stereo unspecified),-2,12,i,2,-3,3,6,1,-16,18
COCCn1c(=NC(=O)CCS(=O)(=O)c2ccccc2)sc2cc(C(=O)OC)ccc21,-2,-19,i,-1,0,0,-28,4,9,4
Cc1cc(NC(=O)CCC(=O)N(C2CC2)C(C(=O)NC(C)(C)C)c2ccccc2Cl)no1 (stereo unspecified),4,-21,i,0,0,-10,-14,3,14,8
O=C1/C(=C/c2cccnc2)SC(=S)N1CC1CCCO1 (stereo unspecified),4,-28,i,-1,0,-7,-23,0,-58,23
CCn1c(O)c(C=NCc2cccs2)c(=O)n(CC)c1=S,0,-5,i,7,6,-12,-29,1,5,6
COc1cccc(OCc2cc(C(=O)N(C)Cc3nc4ccccc4[nH]3)no2)c1,9,61*,i,0,-3,32,-106,-3,-34,12
O=C(NCCC1=CCCCC1)C(=O)NCC(c1ccco1)N1CCN(c2ccccc2F)CC1 (stereo unspecified),-8,-17,i,4,1,-6,-13,1,-23,-16

# In another format: entries from further up
molecule	IEC-6 cytotox	HSF1 activator	PolyA inh	HSP90 refold inh	GSK3 alpha inh	HSF1 inhib	KLF5 inh	GSK3beta inhib	aSyn 5UTR inh	AI-2 QS mod
COc1cccc(OCc2cc(C(=O)N(C)Cc3nc4ccccc4[nH]3)no2)c1	9	61*	i	0	-3	32	-106	-3	-34	12
O=C1/C(=C/c2cccnc2)SC(=S)N1CC1CCCO1 (stereo unspecified)	4	-28	i	-1	0	-7	-23	0	-58	23

# The list continues.
SMILES,IEC-6 cytotox,HSF1 activator,PolyA inh,HSP90 refold inh,GSK3 alpha inh,HSF1 inhib,KLF5 inh,GSK3beta inhib,aSyn 5UTR inh,AI-2 QS mod
CCCc1[nH]nc2c1C(c1ccoc1)C(C#N)=C(N)O2 (stereo unspecified),0,34,i,0,10,17,-6,-2,21,15
Cc1[nH]c(C)c(S(=O)(=O)NCc2ccc(F)cc2)c1C(=O)N1CCCC1,5,16,i,-4,0,2,-26,1,-6,19
CSc1cccc(NC(=O)Nc2ccccc2C(N)=O)c1,-6,2,i,1,6,-3,-15,-5,10,5
COc1ccc(NC(=O)CCNC(=O)Cn2ccc3ccccc3c2=O)c(OC)c1,-2,/,/,-1,/,/,-9,-1,4,41
C=CCOC(=O)c1c(C)nc2cc3c(cc2c1C)OCO3,4,27,i,-1,2,4,-17,-4,-101,15
CCCCCCOc1ccc(C(=O)NCCCn2ccnc2)cc1,2,15,i,-1,1,0,-42,0,-38,16
CC1CCN(C(=O)Cn2ncc3c4ccccc4n(C)c3c2=O)CC1,-8,5,i,-2,-2,5,-29,-2,-1,11
O=c1[nH]cnc2nc3n(c12)CCCCC3,-1,5,i,-1,8,0,-11,-3,-2,28
CCOc1ccc(CC(C(N)=O)C(N)=O)cc1,2,5,i,2,0,-1,-9,1,8,21
COc1ccc(C(c2nnnn2Cc2ccccc2)N2CCN(c3nc4ccccc4s3)CC2)cc1OC (stereo unspecified),4,16,i,1,0,-1,-8,-5,26,1
COC(=O)[C@@H]1[C@H]2C[C@H]3c4[nH]c5ccccc5c4CCN3C[C@@H]2CC[C@@H]1O,-2,-15&-16,i,-6,0&-2,-3&1,-28,-2&5,-38&-15,0&44
O=C(Nc1nnc(C2CC2)s1)C1Cc2ccccc2CN1C(=O)c1ccco1 (stereo unspecified),7,15,i,4,0,12,0,-3,5,25
CCn1cc(C(=O)NCc2ccccc2Cl)cn1,-1,4,i,-2,2,4,-4,-2,-10,-8
Cc1oc(=O)c(NC(=O)c2ccc(Cl)cc2)cc1C(=O)c1ccccc1,6,83*,i,0,-1,49,-4,1,-59,24
Cc1cccc2[nH]c(CN(C)C(=O)C3CCC(=O)N(CCc4ccccc4)C3)nc12 (stereo unspecified),3,15,i,0,3,-1,7,3,6,26
COc1ccc(-c2nnc(SCC(=O)Nc3ccccc3OC)o2)cc1,6,-8,i,1,-1,1,-140,-5,-145,12
Cc1cc(Nc2nc(Cl)c(Cl)cc2Cl)n(-c2ccccc2)n1,5,10,i,26*,-2,-8,20,-4,-6,12
CCCNC(=S)NC1CCCC1,-3,-7,i,0,-2,1,-24,0,10,11
O=C(c1ccc(Cl)c([N+](=O)[O-])c1)N1CCN(c2ccccc2)CC1,-4,20,i,1,0,6,0,-1,-20,30
O=C(O)c1ccccc1-c1ccccc1C(=O)NNc1ccc([N+](=O)[O-])cc1,-8,-13,i,2,-2,-3,-12,6,-9,8
O=C(Cc1ccccc1F)Nc1nc(-c2cccs2)cs1,5,66*,i,3,-4,52,-108,0,-78,-19
COc1ccc(C(=O)N/C(=C\c2cn(S(=O)(=O)N(C)C)c3ccccc23)C(=O)NCCN2CCOCC2)cc1,-4,-4,i,-7,-1,0,-1,1,26,-1
COc1ccc(-c2cnc(SCC(=O)Nc3nc(C(C)(C)C)cs3)n2Cc2ccco2)cc1,-9,43,i,3,2,21,-8,2,-6,5
COC(=O)c1ccccc1OCCOCCOc1cccc2ccc(C)nc12,12,-4,i,0,0,-2,2,-2,-2,0
CC(=O)C1=C(c2ccccc2)NC(=O)NC1c1ccccc1OCC#N (stereo unspecified),0,3,i,-1,0,-2,6,1,4,19

# A draw from above in order of formula weight, falling.
SMILES,IEC-6 cytotox,HSF1 activator,PolyA inh,HSP90 refold inh,GSK3 alpha inh,HSF1 inhib,KLF5 inh,GSK3beta inhib,aSyn 5UTR inh,AI-2 QS mod
Cc1[nH]c(C)c(S(=O)(=O)NCc2ccc(F)cc2)c1C(=O)N1CCCC1,5,16,i,-4,0,2,-26,1,-6,19
O=C(O)c1ccccc1-c1ccccc1C(=O)NNc1ccc([N+](=O)[O-])cc1,-8,-13,i,2,-2,-3,-12,6,-9,8
CCCc1[nH]nc2c1C(c1ccoc1)C(C#N)=C(N)O2 (stereo unspecified),0,34,i,0,10,17,-6,-2,21,15
CCn1cc(C(=O)NCc2ccccc2Cl)cn1,-1,4,i,-2,2,4,-4,-2,-10,-8

# Further compounds
SMILES,IEC-6 cytotox,HSF1 activator,PolyA inh,HSP90 refold inh,GSK3 alpha inh,HSF1 inhib,KLF5 inh,GSK3beta inhib,aSyn 5UTR inh,AI-2 QS mod
COCCCC1CCN(C(=O)C2CCC(=O)N(CCc3cccc(F)c3)C2)CC1 (stereo unspecified),-4,2,i,-2,-2,-4,-30,4,-6,16
CCOc1cc(C(=O)NC2=NCCS2)cc(OCC)c1OCC,0,29,i,-1,-3,2,-7,-3,4,5
CCCC/C(=N\NC(=O)c1ccc(Br)o1)c1ccccc1,-1,23,i,-3,-4,4,-55,3,-69,30
O=C(CCC(=O)Nc1ccc(F)cc1)N/N=C/c1ccccc1O,5,11,i,6,-2,4,0,-20,0,17
C=CCN(C(=O)c1csnn1)C(C(=O)NC1CCCCC1)c1ccc(C)cc1 (stereo unspecified),2,18,i,3,-2,16,-8,0,-8,-4
Clc1ccc2[nH]c3c(c2c1)CCc1cn[nH]c1-3,1,46,i,-2,15,33,-34,-36,-55,11

# Some of the compounds tested (hit frequency here may not be typical).
